LMP1 NFkB inh = inhibitors of Epstein-Barr LMP1-induced NF-kappaB reporter; inhibition, % at 12.5 µM; LMP1-induced NF-kappaB luciferase reporter cells, luminescence; AID 504558; actives 0.69% (n = 350,000); in the data active means inhibition above about 41%;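 further: 0% = neutral control wells and 100% = reference inhibitor control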
TLR9-MyD88 block = TLR9-MyD88 interaction inhibition; Q9NR96+Q99836; CHO BLA complementation TLR9-MyD88, CCF4 FRET ratio; inhibition, % at 4.98 µM; actives 0.21% (n = 340,000);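 active means inhibition above the mean over all tested compounds plus 3 SD, cut at about 21% in these data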;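 further: 0% = DMSO only wells and 100% = clavulanate BLA inhibitor control wells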
SRC3 inh = inhibits human SRC3 coactivator; Q9Y6Q9; HEK293 GAL4-SRC3 luciferase reporter, luminescence; inhibition, % at 3.6 µM; actives 0.17% (n = 360,000); AID 588352;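 active means inhibition above a per-campaign cutoff, the mean of all compounds plus 3 SD, cut at about 60% in these data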;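 further: 0% = DMSO-treated cells and 100% = gossypol-treated cells at 36 µM; higher means less SRC3-driven luciferase light from the GAL4 reporter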
TWEAK-Fn14 inh = TWEAK-Fn14 signaling inhibition | TWEAK-stimulated Fn14 reporter cells, luciferase luminescence, 8 h | inhibition, % at 10 µM | actives 2% (n = 360,000) | AID 1159606; in the data active means inhibition above about 50%
NCOA1 inh = inhibitors of human steroid receptor coactivator 1 (SRC1) | actives 0.12% (n = 360,000) | inhibition, % at 3.6 µM | AID 588354 | HEK293 GAL4-SRC1 luciferase reporter, luminescence;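 active means inhibition above the campaign mean plus 3 SD, with each screening campaign given its own cutoff, cut at about 60% in these data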;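 further: 0% = DMSO treated cells and 100% = gossypol at 36 µM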
COUP-TFII inh = inhibitors of human COUP-TFII (NR2F2); AID 686940; inhibition, % at 8.6 µM; P24468; actives 0.7% (n = 370,000); HEK293T NGFI-A luciferase reporter, luminescence;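 active means inhibition above a per-plate cutoff, mean inhibition of test wells between control levels plus 3 SD, cut at about 38% in these data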;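 further: cells cotransfected with COUP-TFII expression vector driving the NGFI-A reporter; 0% = median of COUP-TF2 test wells and 100% = reporter-only cells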
TROY signal inh = blocks TROY-dependent signaling in reporter cells; AID 1347056; actives 0.98% (n = 360,000); Q293 LMP1-TROYcd NF-kB luciferase reporter, 4 h; inhibition, % at 10 µM;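 active means compounds whose plate-normalised and pattern-corrected inhibition of the luciferase reporter signal at the single screening dose is 50% or more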
NR5A2 inv ag = NR5A2 inverse agonism in reporter assay; inhibition, % at 3.6 µM; HEK293T StAR-luciferase reporter, LRH-1 transfected, 24 h; AID 602396; actives 0.13% (n = 360,000); O00482;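 active means inhibition above the mean inhibition of all tested compounds plus 3 SD, cut at about 73% in these data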;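 further: 0% = DMSO wells and 100% = reporter-only cells lacking LRH-1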
C8 TRAIL sens = caspase-8 TRAIL sensitization; NB7+C8 cells + TRAIL, ATPlite viability luminescence; inhibition (viability loss, TRAIL sensitization), % at 10 µM; actives 1% (n = 360,000); AID 624354;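 active means compounds causing at least 50% loss of cell viability in the single-dose screen, relative to plate controls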
NCOA2 inhibitor = inhibits human steroid receptor coactivator 2 | HEK293 GAL4-SRC2 luciferase reporter, luminescence | inhibition, % at 9 µM | AID 651957 | actives 0.17% (n = 370,000);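 active means inhibition above the mean inhibition of all tested compounds plus 3 SD, set per campaign, cut at about 52% in these data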;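 further: 0% = DMSO treated cells and 100% = cells given Gossypol at 36 µM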
Target sequence (Q15596 whole entry, looked up, the tested form may be a part): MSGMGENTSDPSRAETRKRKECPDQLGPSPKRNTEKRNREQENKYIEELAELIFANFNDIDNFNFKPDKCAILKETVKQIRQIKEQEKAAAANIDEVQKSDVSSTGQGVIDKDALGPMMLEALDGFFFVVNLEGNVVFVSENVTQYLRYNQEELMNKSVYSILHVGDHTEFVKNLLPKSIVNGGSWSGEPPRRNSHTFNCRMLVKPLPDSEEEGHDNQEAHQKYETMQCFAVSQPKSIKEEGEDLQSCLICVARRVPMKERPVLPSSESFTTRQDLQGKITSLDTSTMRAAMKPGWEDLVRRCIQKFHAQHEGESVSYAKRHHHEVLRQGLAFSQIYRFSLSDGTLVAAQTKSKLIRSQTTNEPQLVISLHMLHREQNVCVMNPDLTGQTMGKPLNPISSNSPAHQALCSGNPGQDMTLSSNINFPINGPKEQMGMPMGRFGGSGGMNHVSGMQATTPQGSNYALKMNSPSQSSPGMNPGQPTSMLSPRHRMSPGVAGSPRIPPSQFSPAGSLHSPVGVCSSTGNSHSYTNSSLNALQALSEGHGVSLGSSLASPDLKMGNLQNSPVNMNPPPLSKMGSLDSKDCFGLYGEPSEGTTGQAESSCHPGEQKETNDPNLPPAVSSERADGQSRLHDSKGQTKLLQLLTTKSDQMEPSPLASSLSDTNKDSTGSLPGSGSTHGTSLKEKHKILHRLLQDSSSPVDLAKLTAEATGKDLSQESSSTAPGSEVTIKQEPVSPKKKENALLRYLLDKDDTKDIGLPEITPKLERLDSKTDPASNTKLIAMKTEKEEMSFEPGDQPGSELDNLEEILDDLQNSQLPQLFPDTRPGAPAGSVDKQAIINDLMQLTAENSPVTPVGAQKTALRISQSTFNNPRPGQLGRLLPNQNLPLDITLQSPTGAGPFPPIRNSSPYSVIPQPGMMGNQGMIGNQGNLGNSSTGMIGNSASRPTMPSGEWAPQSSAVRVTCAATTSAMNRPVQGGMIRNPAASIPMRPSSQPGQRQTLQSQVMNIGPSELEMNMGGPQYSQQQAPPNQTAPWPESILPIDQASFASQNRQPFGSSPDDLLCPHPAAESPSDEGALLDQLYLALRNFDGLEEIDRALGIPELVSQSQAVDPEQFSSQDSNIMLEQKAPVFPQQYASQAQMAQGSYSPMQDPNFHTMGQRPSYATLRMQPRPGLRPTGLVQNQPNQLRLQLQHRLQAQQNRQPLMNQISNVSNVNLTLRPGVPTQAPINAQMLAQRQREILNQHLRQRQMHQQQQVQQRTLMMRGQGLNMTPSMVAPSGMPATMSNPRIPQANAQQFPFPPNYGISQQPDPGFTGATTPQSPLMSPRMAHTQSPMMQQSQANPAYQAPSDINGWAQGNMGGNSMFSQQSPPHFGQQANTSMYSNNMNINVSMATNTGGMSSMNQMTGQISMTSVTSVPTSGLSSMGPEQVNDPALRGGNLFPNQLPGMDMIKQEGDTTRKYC
NOD2 RIPK2 PPI = blocks binding of human NOD2 to RIPK2. CHO BLA complementation NOD2-RIPK2, CCF4 ratio. O43353. inhibition, % at 4.98 µM. AID 624267. actives 0.38% (n = 360,000); in the data active means inhibition above about 21%;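 further: 0% = vehicle only and 100% = reference blocker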
Starred values were filed as active, the others as inactive; / = no result given. An excerpt (hit frequency here may not be typical).

SMILES | LMP1 NFkB inh | TLR9-MyD88 block | SRC3 inh | TWEAK-Fn14 inh | NCOA1 inh | COUP-TFII inh | TROY signal inh | NR5A2 inv ag | C8 TRAIL sens | NCOA2 inhibitor | NOD2 RIPK2 PPI
O=C(Nc1ncc(Cc2ccc(SC(F)F)cc2)s1)c1ccccc1 | 11 | -2 | -28 | 9 | -19 | -18 | 7 | 4 | 33 | -14 | -7
CCOc1ccc(CCNC(=O)CCS(=O)(=O)c2ccc(C)cc2)cc1OCC | 3 | 0 | 5 | 2 | 7 | 10 | -7 | -5 | -8 | 10 | 3
Cc1nn(Cc2ccccc2)c(Cl)c1C(=O)NCc1ccc(C)n1C | -3 | 9 | 7 | 2 | 1 | -4 | 5 | -2 | -12 | 4 | -7
C/C(=N/NS(=O)(=O)c1ccc(Cl)cc1)c1cccc(NC(=O)c2ccc(Cl)cc2Cl)c1 | 0 | -1 | -24 | -20 | -12 | -35 | -43 | -61 | -3 | -51 | -5
CCOC(=O)c1cn(Cc2ccc(Br)cc2)nn1 | -4 | -8 | 7 | -6 | 6 | -11 | 0 | 7 | 2 | 0 | -1
Cc1nc(N)[nH]c(=O)c1CCCNc1ccc(CCC2(CCl)OCCO2)cc1 | 1 | -18 | -42 | -12 | -32 | -36 | -8 | -10 | -1 | -60 | -13
CCOc1ccc(-c2nc(CS(=O)(=O)CC(=O)NCc3ccc(F)cc3)c(C)o2)cc1 | -5 | 8 | -26 | 7 | -11 | -15 | -1 | 6 | 5 | 2 | -3
Cc1nc(C(F)(F)F)ccc1C(=O)N1CCC1(C)C(=O)NS(=O)(=O)c1cccc(C#N)c1 (centres undefined) | / | / | -31 | -1 | 2 | -9 | 0 | -21 | 8 | 1 | -2
CCCCc1ccc(/C=C2\C(=O)ON=C2c2ccccc2)s1 | -5 | -2 | 1 | -5 | -10 | -12 | -5 | -4 | 3 | -7 | -12
COc1cccc(CN(C)c2nc(-c3cccs3)nc3ccccc23)c1 | -8 | -9 | -17 | 7 | 3 | 8 | 17 | 6 | 6 | 3 | -13
CCCC(C(=O)Nc1ccc(S(=O)(=O)Nc2nccs2)cc1)c1ccccc1 (centres undefined) | -6 | 0 | 13 | 3 | 4 | 0 | 7 | -2 | -2 | 7 | 4
O=c1cc(CN2CCN(S(=O)(=O)c3ccccc3)CC2)nc2sccn12 | -3 | -10 | -2 | 17 | 12 | -16 | 13 | -20 | -3 | -10 | -3
Cc1ccc2nc(SCC(=O)c3ccc4c(c3)OCO4)[nH]c2c1 | -17 | 5 | 3 | -21 | -29 | 25 | -31 | -15 | -1 | -10 | -9
Nc1c(C(=O)Nc2ccc(S(=O)(=O)N3CCCC3)cc2)sc2nc3ccc(OC(F)(F)F)cc3cc12 | -238 | 1 | -16 | 2 | -3 | / | -27 | -18 | 27 | / | -12
CCN(CC)S(=O)(=O)c1ccc(OC)c(NC(=O)Cc2cccs2)c1 | -9 | -8 | 10 | -18 | -8 | 12 | 8 | 8 | -3 | 8 | 8
CN(C(=O)CSc1nc(-c2ccc(C(C)(C)C)cc2)c(C#N)c(=O)[nH]1)C1CCCCC1 | 9 | -1 | 9 | 14 | 2 | 17 | 10 | 1 | -12 | -1 | 12
COc1ccc(Cn2cccc(NC(=O)Nc3ccc(F)cc3)c2=O)cc1 | 3 | -1 | -1 | 5 | 7 | 6 | -13 | 15 | 2 | 16 | -4
O=C(C1=C(O)C(=O)N(CCCN2CCOCC2)C1c1ccccn1)c1cc2ccccc2o1 (centres undefined) | 5 | -3 | -15 | -20 | 2 | -3 | -18 | 9 | -11 | 19 | -9
O=C1CC(c2ccccc2)CN1S(=O)(=O)c1ccccc1 (centres undefined) | 0 | 5 | 9 | 2 | -24 | 2 | 0 | -10 | -13 | -3 | 4
Nc1cc(=O)n(Cc2ccccc2)c(=O)n1Cc1ccccc1 | 5 | -7 | -27 | -9 | 2 | -3 | -1 | -11 | 1 | 8 | -10
Oc1ccccc1OCc1nc2ccccc2s1 | -7 | -1 | -78 | -17 | -138 | -55 | -59 | -134 | 1 | -59 | -1
CCOC(=O)c1c(S(=O)(=O)NCC(=O)Nc2cccc(C)c2)c(C)n(C)c1C | -4 | -3 | 9 | 11 | -7 | -9 | 9 | -10 | 0 | -18 | -9
O=C(Cn1cnc2c(nnn2Cc2ccc(F)cc2)c1=O)Nc1cccc(F)c1 | -7 | 3 | 16 | 5 | -34 | 0 | 4 | -26 | -2 | -4 | -1
O=C(COc1cccc2c1CCN(Cc1ccccc1F)C2=O)N1CCCCC1 | -8 | -9 | 15 | 1 | -2 | -2 | 0 | 0 | -14 | 2 | -4
CCN(CCCNC(=O)CCn1c(=O)[nH]c2ccsc2c1=O)c1ccccc1 | 4 | 4 | 3 | -1 | -33 | 6 | 0 | -10 | 2 | 10 | -5
Cc1nc2cc(Cl)ccc2n1CCO | -5 | -12 | -10 | 1 | -2 | 10 | 21 | -16 | -8 | -22 | 3
Cc1ccccc1C(=O)NC1CCN(C(=O)NC2CCCCC2)CC1 | 7 | 5 | 17 | 53* | -4 | 5 | 3 | -6 | 2 | 7 | 4
CC(CCc1ccccc1)NC(=O)c1cc2sccc2n1C (centres undefined) | -4 | 5 | -10 | -15 | -16 | / | -35 | -10 | -11 | / | 2
Cc1cc(=O)oc2cc(OCC(=O)NCCCN3CCOCC3)c(Cl)cc12 | -10 | 4 | 0 | 11 | 0 | -10 | -9 | 9 | 2 | 10 | 8
O=C(Nc1ccc(NC(=O)c2ccco2)cc1)c1ccc2c(c1)OCO2 | 2 | 5 | -9 | 68* | -7 | -5 | / | -27 | -2 | 6 | -6
CC1(C)CC(=O)C(/C=N/n2c(C(F)(F)F)nc3ccccc3c2=O)=C(O)C1 | 8 | 2 | -2 | 12 | -11 | -1 | -10 | -3 | 7 | -20 | -4
O=C(COC(=O)COc1ccc(Cl)cc1)NC1CCCCC1 | 4 | -1 | 9 | 29 | -12 | -2 | -9 | -16 | 3 | -9 | 6
c1cnc(SCCOc2cccc3ccccc23)nc1 | -33 | 1 | -61 | -7 | -78 | -46 | -45 | -137 | -2 | -51 | 10
CCOC(=O)N1CCN(C(=O)c2cn(C)c(=O)c3c2c2ccccc2n3C)CC1 | -12 | -6 | 2 | 15 | 2 | 3 | 10 | -9 | -1 | -3 | 3
CCN(CC(=O)Nc1ccccc1C(F)(F)F)C(=O)CCOc1ccc(C)cc1 | 2 | 1 | 7 | 0 | -31 | -15 | -4 | 1 | -3 | 2 | -4
CCC(=O)NC1=C(C#N)C2(CCCC2)Cc2ccccc21 | 1 | -1 | 16 | 12 | 7 | 0 | -5 | 0 | -19 | -25 | 2
N#CC1=C(N)OC2=C(C(=O)CCC2)C1c1ccoc1 (centres undefined) | 1 | / | -15 | -15 | 5 | -13 | -14 | 2 | -9 | 12 | -10
CCOc1ccc2nc3ccc4[nH]onc4c3c2c1 | -11 | 17 | 3 | 6 | -17 | -3 | -19 | -6 | -10 | -9 | 34*
CCN1C(=O)CSc2ccc(C(=O)NCc3ccc(OC)cc3)cc21 | 10 | 6 | 9 | 7 | -8 | 6 | 10 | 0 | 2 | -18 | -4
O=C(Cc1ccc(S(=O)(=O)N2CCOCC2)s1)NNC(=O)c1ccccc1Cl | -3 | -2 | 9 | 11 | 13 | -17 | -5 | -14 | -28 | -29 | -4
COc1ccc(CCNC(=O)NC(C(F)(F)F)C(F)(F)F)cc1OC | 2 | -1 | 22 | 0 | -2 | 10 | 13 | 7 | -12 | 10 | -2
COc1ccc([C@H]2CC(=O)C=C(c3cc4ccccc4c4ccccc34)C2)cc1 | -20 | 5 | 5 | 8 | -14 | 2 | -19 | -11 | 13 | 8 | -7
CCOC(=O)C1CCN(S(=O)(=O)c2ccc(-n3cnnn3)c(C)c2)CC1 | -2 | -1 | 11 | -8 | 2 | 6 | 4 | -2 | 3 | -8 | 9
CN(c1ncc(C(F)(F)F)cc1Cl)N1C(=O)C2ONC3(C(=O)CC(C)(C)CC3=O)C2C1=O (centres undefined) | 4 | -3 | 7 | 16 | -4 | 15 | 7 | -13 | -1 | -7 | -2
COc1ccc(-c2oc3ncnc(NCCCN4CCOCC4)c3c2-c2ccc(OC)cc2)cc1 | 35 | -3 | 7 | 14 | -6 | -12 | 5 | -3 | 14 | -37 | -5
Nn1c(SCC(=O)Nc2ccccc2Br)nnc1-c1ccco1 | 0 | -11 | -1 | 4 | 12 | 4 | 3 | 3 | -12 | 10 | 6
COc1ccc(CN=C(N)N=C(N)N)cc1Cl | 1 | -3 | 18 | -2 | -14 | 8 | -7 | -2 | 2 | 24 | -17
O=C(NCC1COc2ccccc2O1)C1CCN(S(=O)(=O)c2ccc(Cl)cc2)CC1 (centres undefined) | -2 | 3 | 12 | 10 | -12 | -4 | -5 | -9 | 0 | 3 | 5
CCCCOc1ccc(C(=O)NCCc2cccs2)cc1 | -31 | 6 | -41 | -7 | -49 | / | -41 | -110 | 6 | / | 3
CCCCn1c(=S)[nH]c2c(=O)n(C)c(=O)n(C)c21 | -1 | 3 | -6 | 1 | 2 | -3 | 1 | -6 | -7 | -21 | -5
COc1cccc([C@@H]2CC=C(C(=O)O)[C@H](c3ccc(Br)cc3)N2S(=O)(=O)c2ccc(C)cc2)c1 | -14 | -5 | -37 | 8 | 1 | -4 | 5 | -16 | 17 | -20 | -15
Cc1ccc(Oc2ccc(-c3nc(N)nc(N)n3)cc2)cc1 | 7 | 0 | -5 | 32 | -29 | -13 | 19 | -29 | -4 | -5 | 3
Cc1ccc(CN2CCC(C(=O)Nc3ccc(Oc4cccnc4)cc3)CC2)cc1 | 12 | 3 | 12 | 27 | 9 | 34 | 21 | 11 | 3 | 38 | 1
Cc1cc(C)cc(N2CCCC2=O)c1 | 2 | -2 | 8 | -7 | -5 | -13 | -15 | 19 | -11 | 1 | -3
CS(=O)(=O)N1CCc2cc(NC(=O)c3ccc(Cl)cc3Cl)ccc21 | -2 | -9 | -43 | -22 | -29 | -19 | -5 | -24 | 8 | -15 | -7
Cc1cccc(NC(=O)CSc2nc3ccccc3c3nc(CCc4c(C)n[nH]c4C)nn23)c1 | 22 | -11 | 21 | 60* | 11 | 6 | 1 | -26 | 23 | 31 | -5
CCOC(=O)C1(CCOc2ccccc2)CCN(Cc2ccc(OC)c(COC)c2)CC1 | 14 | -4 | 25 | 10 | 12 | 24 | 23 | 18 | 23 | 13 | 3
CC(NC(=O)NC12CC3CC(CC(C3)C1)C2)C1CCCO1 (centres undefined) | 2 | 7 | -2 | -29 | 21 | -13 | -14 | 9 | -4 | -13 | 1
Nc1nc(SCC(=O)NCC2CCCO2)[nH]c(=O)c1NC(=O)c1ccco1 (centres undefined) | -5 | -3 | 0 | -10 | -5 | -16 | -11 | 1 | 1 | 7 | -2
